Polio RdRp inh: inhibitors of poliovirus RNA polymerase binding and polymerization | P03300 | poliovirus polymerase elongation, fluorescence polarization; hits give low values | % elongation, % (compound at 16.7 µg/mL) | hit rate 0.66% among 150,000 | AID 588519; in the data active = % elongation below about 90%; note: some results filed as inactive read as strong as hits
Target sequence (P03300 1749-2209 limits assumed): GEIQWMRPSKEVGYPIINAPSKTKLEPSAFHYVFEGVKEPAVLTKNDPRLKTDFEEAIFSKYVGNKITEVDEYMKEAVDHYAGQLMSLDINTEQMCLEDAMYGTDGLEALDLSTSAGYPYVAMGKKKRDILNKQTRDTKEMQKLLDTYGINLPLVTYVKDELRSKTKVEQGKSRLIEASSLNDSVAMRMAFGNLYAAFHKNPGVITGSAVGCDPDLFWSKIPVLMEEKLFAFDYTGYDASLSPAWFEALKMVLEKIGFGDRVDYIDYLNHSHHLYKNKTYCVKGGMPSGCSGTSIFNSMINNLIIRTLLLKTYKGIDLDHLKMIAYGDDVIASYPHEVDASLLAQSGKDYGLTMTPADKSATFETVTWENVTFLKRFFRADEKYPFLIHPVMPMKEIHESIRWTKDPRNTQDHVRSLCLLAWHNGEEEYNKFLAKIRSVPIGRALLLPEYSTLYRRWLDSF
Polio RdRp inh FP z-score: second read-out of Polio RdRp inh, no call of its own (marks repeat the call); z-score; measured here: FP z-score; hits read low
* marks the source's active call; other numbers are inactive results; & = joins results of further samples.

SMILES	Polio RdRp inh	Polio RdRp inh FP z-score
CSc1nc(C)nc(Sc2ccccn2)c1C#N	102	0.1
CC(C)(C)n1c(-c2ccncc2)n[nH]c1=S	102	-0.2
CCCCn1nc(C(=O)Nc2ccc3nc(C)sc3c2)ccc1=O	102	-0.1
Cc1ccc2cccc(NC(=O)c3cccc4ccccc34)c2n1	105	0.3
O=C(c1snc2ccc(Cl)cc12)N1CCN(c2ccccc2)CC1	98	-1
Cc1ccc(N=C2CSc3nnc(-c4cccnc4)n3N2)cc1	101	0.1
Cc1cccc(OCC(=O)Nc2cccc(OCc3cc(=O)n4cccc(C)c4n3)c2)c1	106	0
CC(C)OC(=O)c1cc2c(ccn2C)n1CCC#N	97	-1.5
Cc1cc(C)cc(N2C(=O)CS(=O)(=O)C23C(=O)N(Cc2ccccc2)c2ccccc23)c1 (stereo not drawn)	101	-1
Cc1ccc(-n2nc(C(=O)N3CCN(c4ccccc4F)CC3)c3c4ccccc4n(C)c3c2=O)cc1	109	0.4
Cc1nnc(SCC(=O)N(C(C)C)C(C)C)[nH]c1=O	102	0.3
Cc1nn(CCC#N)cc1/C=N/NC(=O)CSc1nc2ccccc2[nH]1	101	0.1
CCC(Sc1nnc(C)n2c1cc1oc(C)cc12)C(=O)Nc1cccc(OC)c1 (stereo not drawn)	102	0.4
CCCCC(C(=O)O)n1c(O)c(C2=c3ccccc3=NC2=O)sc1=S (stereo not drawn)	99	-0.5
CN1C(=O)c2ccccc2Sc2ccc(NC(=O)COc3ccccc3)cc21	111	0.8
O=C(CSCc1nc2scc(-c3cccs3)c2c(=O)[nH]1)Nc1nc2c(s1)CCCC2	131	3.4
CN1CCN(CCC(O)COc2ccc(OCC(O)CCN3CCN(C)CC3)cc2)CC1 (stereo not drawn)	102	0.2
Cc1n[nH]c(C)c1Cc1ccc(N)cc1	101	0
C=CCn1c(=O)c2ccccc2n2c(SCC)nnc12	104	0.2
COCCN(Cc1cc2cc3c(cc2nc1Cl)OCO3)C(=O)Nc1ccccc1OC	103	0.3
COc1cc(NC(=S)N(C)C)cc(OC)c1	103	0.5
CC(=O)Nc1ccc(S(=O)(=O)N2CCC(c3nnc(-c4ccc(C)cc4)o3)CC2)cc1	105	0.1
COC(=O)c1ccc(S(=O)(=O)NNc2ncnc3cc(C(C)(C)C)sc23)n1C	104	0.8
Cc1ccc(SCCC(=O)N2CCN(c3ncc(C(F)(F)F)cc3Cl)CC2)cc1	108	0.9
CCN(CC)S(=O)(=O)c1ccc2c(c1)N(CC(=O)Nc1ccc(F)cc1)C(=O)CO2	107	0.7
CC(C)NS(=O)(=O)c1ccc(OCC(=O)NC(C)(C)C)c(Cl)c1	99	-0.1
COc1ccccc1N1CCN(C(=O)CN2C(=O)COc3ccc(S(=O)(=O)N4CCCC4)cc32)CC1	111	2
CSc1nc(-c2ccc(Cl)cc2)nn1S(=O)(=O)c1ccc(C)cc1	100	-0.4
CC(C)CCn1cnc2c(NCc3ccccc3)ncnc21	100	-0.6
CC(OC(=O)Cc1coc2cc3c(cc12)CCC3)C(=O)Nc1ccc2c(c1)OCO2 (stereo not drawn)	104	0.3
CCC1CCc2nc3sc(C(=O)Nc4ccc(C)cc4)c(N)c3cc2C1 (stereo not drawn)	114	0.5
CCn1cc(C(=O)OCC(=O)Nc2ccc(OC)cc2)c(=O)c2ccc(C)nc21	101	-0.1
Cc1nc2ccccc2c(=O)n1CCNc1cccc2ccccc12	105	1.4
O=S(=O)(c1ccccc1)N1CCN(Cc2ccccc2)CC1	101	-0.2
CCOc1cc(CNC2CN3CCC2CC3)ccc1OCc1ccccc1 (stereo not drawn)	100	-0.2
COC(=O)c1cc(S(=O)(=O)NCCc2ccccc2)c[nH]1	98	-2.1
O=C(c1ccc(F)cc1)c1cn(Cc2ccccc2F)c2cc3c(cc2c1=O)OCCO3	109	0.6
CCOCCCNC(=O)c1cc(Sc2cccc(Cl)c2)nc2ccccc12	111	0.2
COc1ccc(N2C(=O)C(O)=CC2(OC)c2ccccc2)cc1 (stereo not drawn)	107	0.6
C#CCn1nnc2ccccc21	103	0.5
COC(=O)CCC1(C(=O)O)CCOC(C)(C)C1 (stereo not drawn)	101	-0.1
CCCn1c2ccccc2c2cnn(CC(=O)N(C)c3ccccc3)c(=O)c21	104	0.8
Cc1ccc(O)c(-c2cc(-c3ccc(C(C)(C)C)cc3)n[nH]2)c1	100	-0.5
Nc1c(C(=O)c2ccc(Br)cc2)sc2nc(-c3cccs3)ccc12	45	-5.3
CCOC(=O)c1c(C)[nH]c(C)c1S(=O)(=O)N(C)CC(=O)NCc1cccc(Br)c1	104	-0.2
NC(=O)C(Cc1ccccc1)N1C(=O)c2ccccc2C1=O (stereo not drawn)	102	0
Cc1ccc(CNc2cc(C)nc3nc(-c4cccc(C)c4)nn23)cc1	116	2.5
CCOC(=O)c1cc(-c2ccc(C)cc2)n(CCC(=O)Nc2ccc(OC)c(OC)c2)c1C	102	-0.6
CCOC(=O)CNc1nc(Cl)nc(Nc2ccccc2)n1	98	-1.1
Cc1cc(C)c2[nH]c(O)c(N=NC(=S)NCC3CCCO3)c2c1 (stereo not drawn)	97	-0.7

Additional results.
SMILES	Polio RdRp inh	Polio RdRp inh FP z-score
CC1CN(Cc2c(O)ccc3ccccc23)CC(C)O1 (stereo not drawn)	101	-0.2
CN1C(=O)c2ccccc2Sc2ccc(NC(=O)N3CCN(c4ccc(F)cc4)CC3)cc21	105	-0.4
COc1ccccc1NC(=S)N/N=C/c1cccnc1	100	-0.4
O=C1CC(N2C(=O)C3CC=CCC3C2=O)C2COC1O2 (stereo not drawn)	105	0.2
CCCCS(=O)(=O)/C=C\C1C2C=CC(C2)C1S(=O)(=O)CCCC (stereo not drawn)	104	1.1
CCc1ccc(NS(=O)(=O)c2ccc3[nH]cc(C(=O)NCCCOC(C)C)c(=O)c3c2)cc1	110	0.3
Oc1[nH]c2ccccc2c1C=NCc1cccc(F)c1	97	-0.8
O=C1OCCC1Sc1nnc(-c2ccccc2)n1-c1ccc(Cl)cc1 (stereo not drawn)	100	-0.7
CN(C(=O)CSc1nc(-c2ccccc2)cs1)C1CCS(=O)(=O)C1 (stereo not drawn)	98	-0.4
Fc1ccccc1/C=C/c1ccncc1	99	-0.6

Fetched one by one from above:
SMILES	Polio RdRp inh	Polio RdRp inh FP z-score
CN(C(=O)CSc1nc(-c2ccccc2)cs1)C1CCS(=O)(=O)C1 (stereo not drawn)	98	-0.4
COc1ccccc1NC(=S)N/N=C/c1cccnc1	100	-0.4
CCc1ccc(NS(=O)(=O)c2ccc3[nH]cc(C(=O)NCCCOC(C)C)c(=O)c3c2)cc1	110	0.3
O=C1CC(N2C(=O)C3CC=CCC3C2=O)C2COC1O2 (stereo not drawn)	105	0.2
CCCCS(=O)(=O)/C=C\C1C2C=CC(C2)C1S(=O)(=O)CCCC (stereo not drawn)	104	1.1

Further records
SMILES	Polio RdRp inh	Polio RdRp inh FP z-score
Cc1ccc(C(=O)N2CCn3c4c(c5cc(C)ccc53)CCCC42)cc1 (stereo not drawn)	104	0.1
O=C(Cn1c(=O)oc2ccccc21)NCCN1CCc2ccccc2C1	100	-0.5
COc1ccc(/C(N)=C/C2=NC(C)(C)CO2)cc1	105	0.1
CN(Cc1cccs1)S(=O)(=O)c1ccc2c(c1)OCCO2	100	-0.4
CCOc1ccc(-n2c(O)c(C=NCCCN3CCOCC3)c3ccccc3c2=O)cc1	104	0.2
O=C(Nc1cccc(Cl)c1Cl)c1ccc2c(c1)N(Cc1cccc(Cl)c1)C(=O)c1ccccc1S2=O (stereo not drawn)	109	0.6
O=C1CCCC2=C1C(c1cccs1)C1C(=O)c3ccccc3C1=N2 (stereo not drawn)	72*	-3.3*
O=C(CN1C(=O)S/C(=C\c2ccccc2)C1=O)Nc1nccs1	105	0.9
CC(=O)NC(=O)/C(=C(/C)Nc1ccccc1)c1ccccc1	103	0.2
O=C(NO)c1csc(-c2cccnc2)n1	100	-0.2

Among those listed so far, four contain a tert-butyl group.
SMILES	Polio RdRp inh	Polio RdRp inh FP z-score
CC(C)(C)n1c(-c2ccncc2)n[nH]c1=S	102	-0.2
COC(=O)c1ccc(S(=O)(=O)NNc2ncnc3cc(C(C)(C)C)sc23)n1C	104	0.8
CC(C)NS(=O)(=O)c1ccc(OCC(=O)NC(C)(C)C)c(Cl)c1	99	-0.1
Cc1ccc(O)c(-c2cc(-c3ccc(C(C)(C)C)cc3)n[nH]2)c1	100	-0.5

(listing goes on)
SMILES	Polio RdRp inh	Polio RdRp inh FP z-score
Cc1ccc(C(=O)Nc2cccc(-c3nc4ccccc4o3)c2)c(Cl)c1	107	0.8
CCCc1nn2c(=O)cc(COC(=O)CNC(=O)COc3ccc(C)cc3)nc2s1	107	0.2
COc1ccc(OC)c(CNC(=O)CN2Cc3ccccc3C2=O)c1	101	-0.1
Cn1cc(-c2cc3n(n2)CCC(=O)N3CCCC(=O)NCc2ccccc2Cl)c2ccccc21	105	-0.5
NCCSC1CC(=O)N(c2ccc(Cl)cc2)C1=O (stereo not drawn)	100	-0.5
O=C(c1cc(-c2ccc(Br)cc2)n[nH]1)N1CCN(S(=O)(=O)c2ccc(Br)cc2)CC1	109	0.7
Cc1ccc(CNC(=O)c2cccc(NC(=O)N3CCSc4ncccc43)c2)cc1	99	-0.6
CCOC(=O)CCc1c(C)nc2c(c(C)nn2-c2ccc(C)cc2)c1C	106	-0.4
CSc1ccc(CNCc2c(C(=O)O)c(C)n(Cc3ccc(F)cc3Cl)c2C)cc1	106	-0.3
O=C(CN1C(=O)c2ccccc2S1(=O)=O)NCc1ccncc1	101	-0.7
Nc1nc(SCCSc2ccc(F)cc2)n[nH]1	104	0.1
CC(Sc1cccc(C(F)(F)F)c1)C(=O)NC(N)=O (stereo not drawn)	100	-0.4
CN1C/C(=N\S(=O)(=O)c2ccccc2)N(C)C1=O	99	-0.6
COc1cccc(NC(=O)/C(C#N)=C\c2cn(Cc3ccc(C)cc3)c3ccccc23)c1	110	1.1
O=S(=O)(NC1CCCCC1)c1ccc(Cl)s1	100	-0.6
c1ccc(Cn2nnc3c(N4CCCC4)ncnc32)cc1	102	0.1
COc1ccc(N2CCN(C(=O)CNC(C)C3CC4CCC3C4)CC2)cc1 (stereo not drawn)	94	-0.5
CC(C)(C)N=C1NN=C(c2ccc(Cl)c(Cl)c2)CS1	102	0.3
Nc1no[n+]([O-])c1-c1ccccc1	105&102	0.3&-0.2
CC1SC(=S)N(c2ccc(N(C)C)cc2)C1=O (stereo not drawn)	101	-0.1

No new results follow: entries from further up.
SMILES	Polio RdRp inh	Polio RdRp inh FP z-score
Nc1nc(SCCSc2ccc(F)cc2)n[nH]1	104	0.1
CC(Sc1cccc(C(F)(F)F)c1)C(=O)NC(N)=O (stereo not drawn)	100	-0.4

(listing goes on)
SMILES	Polio RdRp inh	Polio RdRp inh FP z-score
COc1ccc(C2OCC(C)(C(=O)O)CO2)cc1 (stereo not drawn)	108	0.4
COc1ccc(C(=O)Nc2ccccc2-c2nc3ccccc3s2)cc1OC	102	-0.4
Cc1cc(NC(=O)c2ccco2)cc(-c2nc3ccccc3o2)c1O	105	-0.1
c1ccc(CC2CCN(CCCNc3nc4ccccc4n4nnnc34)CC2)cc1	100	-0.2
CCOC(=O)CN1C(=O)S/C(=C/c2cc(OC)c(O)cc2Br)C1=O	123	6.4
COc1ccc(Cl)cc1NC(=O)Cn1ccn(-c2cc(C)cc(C)c2)c(=O)c1=O	111	0.9
CC(C)(C)c1ccc(C(=O)Nc2ccccc2C(=O)OCc2cc(=O)n3ccsc3n2)cc1	110	1
CN1CCN(C(=O)/C=C\C(=O)O)CC1	101	-0.3
CN(C)C(Cc1ccc(C#N)cc1)C(=O)c1ccccc1 (stereo not drawn)	107	0.5
CCOc1ccc(CCNC(=O)c2c(C)oc3ncnc(N4CCOCC4)c23)cc1	108	0
CCCc1oc(C(=O)O)cc1CN1CCOCC1	103	0.5
COc1ccc(OCCn2c(C)nc3cc(C)c(C)cc32)cc1	110	0.8
CCN(C(=O)CSc1nc2ccccc2n1Cc1cc(C)ccc1C)c1ccccc1	98	-1.4
Cn1ccnc1C(=O)c1cc(SCC(=O)Nc2ccc3c(c2)OCO3)nc2ccccc12	102	0
COc1ccc(NC(=O)c2ccc3c(c2)CCN3S(=O)(=O)c2ccc(C)cc2)cc1Cl	100	-1.6
CCc1cccc(NC(=O)CSc2nnc(Cc3ccccc3)n2N)c1	101	0.1
O=C(C(c1ccccc1)c1ccccc1)N1CCCCC1	101	0.3
S=c1oc2ccccc2n1CNc1ccccn1	98	-0.3
Cc1ccc(N2C(=O)c3[nH]nc(-c4ccc(Cl)cc4)c3C2c2ccc(F)cc2)cc1 (stereo not drawn)	116	2.2
COc1ccccc1CNC(=O)c1ccc2nc(CCc3ccccc3)oc2c1	105	-0.4
O=S(=O)(Nc1ccc(C(F)(F)F)cc1)c1cnc[nH]1	102	0.6
O=C(NCc1cccs1)c1cc(-c2ccccc2)nc2ccccc12	105	1.3
O=C(NC(=S)N1CCc2ccccc21)C1CCCC1	100	-0.1
COc1ccccc1C(C)N (stereo not drawn)	100	-0.4
O=C1N/C(=C/c2ccc(N3CCCC3)cc2)C(=O)N1c1ccccc1	98	-0.9
Cc1cccc(OCCCC(=O)O)c1C	104	1.1
CCc1ccc(OCC(=O)Nc2ncn[nH]2)c(Br)c1	105	0.2
CCOC(=O)c1sc(-c2ccc(F)cc2)cc1N	105	0.3
COc1ccc(C(=O)Nc2ccc3[nH]ccc3c2)cc1	99	-0.9
CCn1c(=O)c2cc(C(=O)NCCc3ccsc3)sc2c2ccccc21	104	0.8

Overlap with the part before: 4 compounds, then new ones.
SMILES	Polio RdRp inh	Polio RdRp inh FP z-score
CCc1ccc(OCC(=O)Nc2ncn[nH]2)c(Br)c1	105	0.2
CCOC(=O)c1sc(-c2ccc(F)cc2)cc1N	105	0.3
COc1ccc(C(=O)Nc2ccc3[nH]ccc3c2)cc1	99	-0.9
CCn1c(=O)c2cc(C(=O)NCCc3ccsc3)sc2c2ccccc21	104	0.8
CCCCNC(=O)c1cc(-c2ccc3c(c2)OCO3)on1	101	0
O=C(O)c1ccccc1-c1nc2ccccc2s1	100	-0.4
COCc1cc(C)[nH]c(=O)c1C#N	103	0.3
C=CCOc1ccc(C(=O)NC2CC(C)(C)NC(C)(C)C2)cc1	104	1
CCc1ccc(-c2csc3ncn(CC)c(=O)c23)cc1	105	1
O=C(NCc1ccccc1)c1ccc2oc(=O)n(Cc3ccccc3)c2c1	110	1

From PubChem BioAssay

A portion of the library; rates above refer to the full screens.
